Compound activity (PubChem BioAssay)
JMJD2A Tudor inh – blocks the human JMJD2A Tudor domain; Potency, µM (top dose mostly 114 µM), inactives show at the top dose activity change, negative = inhibition, hits mostly inhibitors; AlphaScreen JMJD2A-Tudor / H3K4me3 peptide binding; O75164; actives 4.4% (n = 390,000); note: potency is the fitted concentration of half-maximal effect; % is set by controls: 0 for no effect and ±100 for the full control effect; nearly all actives have a fitted effect of over 50% in size
PI4K2A block – inhibitors of human PI4K2A; Q9BTU6; purified PI4K2A, ADP-Glo luminescence, 1 h; stronger effect = lower value; activity change, negative = inhibition, % at 76.9 µM; actives 0.13% (n = 420,000); AID 1346378; in the data active = activity change below about -50%; inconclusive = mostly about -30% to -49%;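 note: -100% = wells without enzyme as full effect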
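ADP-Glo luminescence measured ADP generated by PI4K2A enzyme (4 ug/mL before mixing) with 1.2 mM PI substrate (pre-mix) and 300 microM ATP (pre-mix). Tris pH7.5 buffer with MgCl2, Triton X-100; 1 h reaction at ambient temperature.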
G9a block – blocks human histone lysine methyltransferase G9a | Q96KQ7 | AID 504332 | G9a H3K9 monomethylation, AlphaScreen, 2 h | Potency, µM (series often up to 102 µM), without a hit: at the top dose activity, negative = inhibition, hits mostly inhibitors | actives 8.8% (n = 350,000); note: potency is the fitted concentration of half-maximal effect; % is set by controls: 0 for no effect and ±100 for the full control effect; nearly all actives have a fitted effect of over 75% in size
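AlphaScreen detection with an anti-monomethyl H3K9 antibody quantified product after a 2 h room-temperature reaction containing 500 nM biotinylated H3K9 peptide, 20 µM SAM and 20 nM enzyme, which had been preincubated 15 min with compound.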
ERG Ets-DNA blk – blocks human ERG Ets domain binding to DNA; fluorescence polarization, His-ERG Ets domain / labelled DNA; actives 0.028% (n = 370,000); AID 624246; Potency, µM (series often up to 76.9 µM), for the others: at the highest dose FP activity, negative = inhibition, most hits filed as inhibitors; P11308; active = well fitted inhibition curve with a large enough effect in the polarisation, with a control signal flat; inconclusive = small, poorly fitted or top-dose-only effect, or effect the other way, or a change in a side signal; inactive = no such curve, though single readings can be large or run the other way; the % refers to the polarisation;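 note: polarization taken with two DNA probes labelled with fluorescein and Texas red; potency is the fitted concentration of half-maximal effect; % of control where 0% means no effect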
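His-tagged ERG Ets domain (1 uM in the protein solution; 300mM KCl, 50mM Tris-HCl, 1mM EDTA, 1mM DTT, pH 7.5) received compound, then a probe mix of 5 nM fluorescein-DNA and 100nM Texas-615-DNA. Fluorescence polarization was read for both dyes.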
HP1b chromo inh – blocks HP1-beta chromodomain binding to methylated histone tails | P83916 | AlphaScreen HP1-beta / biotin-H3K9me3 peptide binding | Potency, µM (series often up to 114 µM), for inactives: at the highest dose activity change, negative = inhibition, actives largely listed as inhibitors | actives 0.56% (n = 390,000) | AID 540317; note: potency is the fitted concentration of half-maximal effect; nearly all actives have a fitted effect of over 70% in size; inactives centre near 23
Target sequence (P83916 whole entry, looked up): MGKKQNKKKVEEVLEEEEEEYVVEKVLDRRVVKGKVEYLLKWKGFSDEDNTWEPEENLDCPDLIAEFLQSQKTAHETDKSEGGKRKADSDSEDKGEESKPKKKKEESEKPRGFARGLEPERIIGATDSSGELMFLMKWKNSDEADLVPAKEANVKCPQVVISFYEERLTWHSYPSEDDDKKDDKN
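HP1-beta protein (50 nM final) preincubated 30 min at room temperature with biotinylated H3(1-18)K9me3 peptide (50 nM) in PBS pH 7.4, 0.01% Tween-20, then compound added for 30 min. AlphaScreen streptavidin donor/nickel chelate acceptor beads (10 ug/mL final), 30 min dark, luminescence read.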
GLS inhibitor – glutaminase GLS (human) inhibition | O94925 | GLS enzymatic activity, qHTS titration | Potency, µM (titrated, usually from 45.5 µM), for inactives: top-dose activity change, negative = inhibition, usual class: inhibitors | actives 0.21% (n = 410,000) | AID 624170; note: potency is the fitted concentration of half-maximal effect; % is set by controls: 0 for no effect and ±100 for the full control effect
Target sequence (O94925 whole entry, looked up): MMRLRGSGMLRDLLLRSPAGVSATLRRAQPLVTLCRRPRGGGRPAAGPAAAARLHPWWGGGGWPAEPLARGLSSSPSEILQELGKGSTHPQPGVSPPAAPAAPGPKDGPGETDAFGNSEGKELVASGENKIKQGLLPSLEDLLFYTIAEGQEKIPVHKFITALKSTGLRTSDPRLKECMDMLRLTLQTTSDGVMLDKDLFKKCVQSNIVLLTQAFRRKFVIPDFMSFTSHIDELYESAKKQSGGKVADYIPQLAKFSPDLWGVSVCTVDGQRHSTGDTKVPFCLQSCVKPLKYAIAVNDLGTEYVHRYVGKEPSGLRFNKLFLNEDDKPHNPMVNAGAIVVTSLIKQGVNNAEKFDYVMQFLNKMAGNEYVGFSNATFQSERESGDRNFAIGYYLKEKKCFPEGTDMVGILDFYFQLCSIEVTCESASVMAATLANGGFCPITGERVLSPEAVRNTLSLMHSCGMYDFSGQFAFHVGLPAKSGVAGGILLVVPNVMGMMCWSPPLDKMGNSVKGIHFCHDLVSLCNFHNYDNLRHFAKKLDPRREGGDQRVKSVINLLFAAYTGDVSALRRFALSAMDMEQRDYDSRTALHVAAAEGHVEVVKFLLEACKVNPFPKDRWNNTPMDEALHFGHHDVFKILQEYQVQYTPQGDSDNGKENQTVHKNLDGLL
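Compounds were pin-transferred onto hKGA, after which L-glutamine (1 mM solution) and a detection mix of glutamate oxidase, HRP and Amplex Red were added. Initial and 30 min RT fluorescence reads were collected.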
Tb PGK inh – T. brucei PGK inhibition; P07378; PGK/GAPDH coupled, Kinase-Glo luminescence, 60 min; Potency, µM (titrated, usually from 57.5 µM), for inactives: at the highest dose activity change, negative = inhibition, most hits filed as inhibitors; actives 0.043% (n = 380,000); AID 602233; note: potency is the fitted concentration of half-maximal effect; % is set by controls: 0 for no effect and ±100 for the full control effect; nearly all actives have a fitted effect of over 60% in size
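Luminescent ATP detection (Kinase-Glo Plus) follows a 60-minute room-temperature incubation, with wells lacking PGK as controls. Buffer: 100 mM TEA (pH 7.6), 5 mM MgCl2, 0.01% Tween-20. Coupling enzyme GAPDH (100 nM final) supplies unstable 1,3-BPG in-well.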
Pin1 inhibitor – blocks the human prolyl isomerase Pin1; AID 504891; actives 0.009% (n = 390,000); Q13526; Potency, µM (top dose mostly 115 µM), inactives show top-dose activity, negative = inhibition, hits mostly inhibitors; Pin1 FP peptide displacement, HiFluor488, 10 min; active = well fitted inhibition curve with a large enough effect in the polarisation, with a control signal flat, not every such curve was filed as active; inconclusive = small, poorly fitted or top-dose-only effect, or effect the other way, or a change in a side signal; inactive = no such curve, though single readings can be large or run the other way; the % refers to the polarisation; note: potency is the fitted concentration of half-maximal effect; % is set by controls: 0 for no effect and ±100 for the full control effect
Target sequence (Q13526 whole entry, looked up): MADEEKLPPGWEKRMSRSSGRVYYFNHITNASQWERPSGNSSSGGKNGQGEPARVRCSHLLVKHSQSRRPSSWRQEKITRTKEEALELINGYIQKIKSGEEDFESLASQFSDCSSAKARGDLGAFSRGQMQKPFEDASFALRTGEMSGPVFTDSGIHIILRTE
BAZ2B block – inhibitors of human BAZ2B bromodomain; actives 4.4% (n = 360,000); Q9UIF8; Potency, µM (top dose mostly 114 µM), for inactives: top-dose activity change, negative = inhibition, most hits filed as inhibitors; AlphaScreen BAZ2B-H3K14Ac peptide displacement; note: potency is the fitted concentration of half-maximal effect; % is set by controls: 0 for no effect and ±100 for the full control effect; nearly all actives have a fitted effect of over 60% in size
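AlphaScreen luminescence quantifies BAZ2B engagement of H3K14Ac peptide; the protein and biotinylated peptide are both at 50 nM final, buffer PBS pH 7.4 with 0.01% Tween-20, all steps at room temperature.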
* = called active by the depositor; i = inactive; ? = inconclusive; · = not tested or not shown; & = joins results of further samples; [ ] = another dose, or the depositor's remark. Unless noted, calls come from the whole dose curve; as a rule, active = well fitted curve in the direction sought with a large enough effect; inconclusive = small, poorly fitted or top-dose-only effect, or another doubt; inactive = no such curve, though single readings can be large; an effect the other way counts as inactive or inconclusive.

SMILES	JMJD2A Tudor inh	PI4K2A block	G9a block	ERG Ets-DNA blk	HP1b chromo inh	GLS inhibitor	Tb PGK inh	Pin1 inhibitor	BAZ2B block
Cc1ccc2nc(NC(=O)CCCC(=O)O)sc2c1	-22%	-3	-22%	4%	25%	-2%	-14%	-2%	-30%
O=C(N1CCN(c2ccc(F)cc2)CC1)C12CC3CC(CC(C3)C1)C2	-10%	0	9%	-10%	13%	-3%	-3%	9%	-35%
O=C(CCn1nnc2ccccc2c1=O)N[C@H](C(=O)O)c1ccccc1	-19%	-1	7%	-1%	26%	-20%	-4%	-3%	1%
O=C(COC(=O)c1cccc(S(=O)(=O)N2CCc3ccccc32)c1)NC1CCS(=O)(=O)C1 (stereo unspecified)	4%	-14	-15%	1%	20%	-1%	-6%	0%	-3%
Cc1ccc(N2CC(C(=O)NCCS(=O)(=O)N3CCN(c4ccc(F)cc4)CC3)CC2=O)cc1 (stereo unspecified)	-10%&-11%	1&0	24%	-7%&1%	59%[activator]	-6%&-2%	6%&-5%	0%&-4%	-17%&-1%
Cc1ccc(CNC(=O)c2ccccc2-n2cnnn2)cc1	-12%	5	3%	-13%	51%[activator]	0%	-1%	-6%	-2%
CCOc1[nH]n(-c2ccccc2)c(=O)c1C=Nc1ccc(F)cc1F	-5%	-1	?	11%	25%	-4%	0%	5%	?
COc1ccc(-c2noc(CCC(=O)Nc3cccc(C)c3)n2)cc1	-23%[11.4 µM]	-3	-18%[12.7 µM]	-12%	57%[activator]	-19%	-1%	-2%	-6%
COC(=O)c1sc2ncccc2c1OCc1cccc(Cl)c1	83%[activator]	-2	84%[activator][59 µM]	6%	196%[activator]	0%	i	21%	47%[activator]
COc1cccc(-c2cc(C(=O)NCC3CCCO3)on2)c1 (stereo unspecified)	-7%	-2	·	9%	42%[activator]	0%	-4%	1%	-5%

Look-ups from the results shown.
Cc1ccc(CNC(=O)c2ccccc2-n2cnnn2)cc1 – HP1b chromo inh: 51%[activator]
COC(=O)c1sc2ncccc2c1OCc1cccc(Cl)c1 – PI4K2A block: -2
Cc1ccc2nc(NC(=O)CCCC(=O)O)sc2c1 – G9a block: -22%

The listing continues.
SMILES	JMJD2A Tudor inh	PI4K2A block	G9a block	ERG Ets-DNA blk	HP1b chromo inh	GLS inhibitor	Tb PGK inh	Pin1 inhibitor	BAZ2B block
O=C1Cc2cc(O)ccc2O1	-1%	0	·	4%	8%[57 µM]	13%	-3%	3%	·
Cn1c(=O)[nH]c(=O)c2c1nc(CN1CCN(c3cccc(Cl)c3)CC1)n2CCc1ccccc1	-17%	0	?	2%	6%	-1%	-3%	12%	0%
CC[n+]1c(/C=C/C=C/N(C(C)=O)c2ccccc2)sc2cc(OC)ccc21	56µM*	-13	?	·	?	3%	-13%	?	45µM*
O=C(CN1C(=O)S/C(=C\C=C\c2ccccc2)C1=O)Nc1cccc(O)c1	-32%	4	-8%	-1%	1%	-9%	5%	12%	-35%
Cc1ccc(NC(=O)CSCC(=O)Nc2cc(S(=O)(=O)N3CCOCC3)ccc2OC(C)C)cc1	-12%	-2	·	7%	30%	-1%	5%	-11%	·
O=C(c1cc(-c2cccs2)on1)N1CCN(c2ccccc2)CC1	-33%	4	?	2%	20%	7%	0%	9%	-29%
CCOc1ccccc1NC(=O)c1sc2nc(-c3ccc(OC)cc3)ccc2c1N	2%	-9	2%[59 µM]	11%	25%	4%	-8%	11%	5%
O=C(CCN1C(=O)c2ccccc2C1=O)Nc1sc2c(c1C(=O)NCc1ccco1)CCCC2	-25%	-7	-19%[2.33 µM]	0%	1%	-11%	-4%	20%	9%
O=c1cc(N2CCN(c3ccccc3Cl)CC2)[nH]c(=O)n1Cc1ccc(F)cc1	-4%	-4	-3%	-8%	6%	-2%	7%	10%	-25%
CNC(=O)c1cc(Nc2nnc(C)c3ccccc23)ccc1OC	?	3	6%[59 µM]	1%	-2%	-1%	4%	-6%	4%
CCN1C(=O)CS/C1=C(\C#N)S(=O)(=O)c1ccccc1	-30%	2	11%[59 µM]	?	-7%	11%	i	?	-32%
O=C(COC(=O)C1CC1)c1c[nH]c2ccccc12	1%	1	17%[12.7 µM]	-3%	34%[activator]	2%	-8%	-1%	-1%
O=C(Nc1ccc(Oc2cccnc2)cc1)C1CCN(Cc2ccc(F)cc2)CC1	-17%	-9	-5%[0.501 µM]	0%	44%[activator]	8%	-6%	-14%	-20%
COC(=O)C1=C(C)OC(N)=C(C#N)C1c1c(C)nn(-c2ccccc2)c1Cl (stereo unspecified)	-16%	-12	-3%[12.7 µM]	1%	39%[activator]	21%	0%	?	3%
Cc1cc2[nH]cnc2c([N+](=O)[O-])c1C	-1%	1	-4%	7%	41%[activator]	2%	i	3%	-5%
CC1CCc2[nH]c3ccc(C(=O)N(C)CC(=O)Nc4ccccc4C(F)(F)F)cc3c2C1 (stereo unspecified)	50µM*	1	17%[2.33 µM]	-4%	-28%	8%	1%	-1%	50µM*
Cc1ccc(NC(=O)CSc2nnc(-c3cnccn3)n2-c2ccccc2)cc1	-9%	-2	21%[59 µM]	-6%	11%	8%	-1%	2%	3%
CCCn1c(SCC(=O)c2[nH]c(C)c(C(C)=O)c2C)n[nH]c1=O	-17%	8	?	-4%	9%	7%	-1%	-3%	-19%
COc1ccc(Nc2nc(N)nc(CSC(=S)N3CCCCC3)n2)cc1	?	0	?	9%	-16%	-1%	-9%	1%	71µM*
Cc1cccc(N=c2c([N+](=O)[O-])nn(-c3ccc(Cl)cc3)n2O)c1	-9%	0	28µM*	-1%	3%	3%	3%	1%	10µM*
O=C(Cc1ccc(Cl)cc1)NC1CCS(=O)(=O)C1 (stereo unspecified)	-19%	-3	29%	6%	34%	-2%	-4%	0%	-2%
O=C(NCc1nc2ccccc2[nH]1)C1CCCCC1	-9%	0	22%	9%	42%[activator]	2%	i	-3%	-6%
O=C1CC(c2ccccc2)Cc2nc(N3CCc4ccccc4C3)ncc21 (stereo unspecified)	-2%	5	30%[59 µM]	0%	36%	1%	-1%	8%	1%[57.1 µM]
O=C(NCc1ccccc1)C1CCN(c2ncnc3c2nc2n3CCCCC2)CC1	5%	-3	8%[59 µM]	-10%	29%	1%	i	0%	-2%
O=C(CCSc1nc(-c2ccco2)cc(C(F)(F)F)n1)N1CCCc2ccccc21	-9%	8	16µM*	9%	44%[activator]	4%	0%	14%	0%
Cc1cc(C)c(C(=O)C(C)OC(=O)c2ccccn2)cc1C (stereo unspecified)	50µM*	0	?	-12%	9%	-2%	-5%	-2%	79µM*
COc1ccc(-c2cn(-c3ccc(C)cc3)c(S(=O)(=O)CC(=O)Nc3ccccc3)n2)cc1	?	5	?	-1%	28%	-1%	-5%	9%	-27%
COCCN1C(=O)C(=O)/C(=C(/O)c2cccc(S(=O)(=O)N(C)C)c2)C12C(=O)N(C)c1ccccc12 (stereo unspecified)	-15%	25	7%[59 µM]	-1%	7%	-5%	2%	4%	-8%
Cc1ccc(NC(=O)CCSc2nc(C)cc(C)n2)cc1	12%	-3	-1%[12.7 µM]	-11%	24%	3%	3%	-2%	8%
COc1ccc(S(=O)(=O)N(C)c2c(C)n(C)n(-c3ccccc3)c2=O)cc1OC	-4%	2	-4%[59 µM]	-3%	30%	-2%	-2%	8%	22%
COc1ccc(-c2cc(C(F)(F)F)n3nc(C(=O)Nc4c(C)n(C)n(-c5ccccc5)c4=O)cc3n2)cc1	-1%	-3	-7%	3%	49%[activator]	30%	-6%	21%	-19%
CCOC(=O)c1cccc(NS(=O)(=O)c2cc3[nH]c(=O)c(=O)[nH]c3cc2C)c1	-16%	0	0%[59 µM]	0%	-8%	0%	-9%	-7%	-13%
CCOc1ccc2nc(SC3CC(=O)N(c4ccccc4)C3=O)sc2c1 (stereo unspecified)	?	-1	?	-9%	76%[activator]	-7%	-1%	17%	0%

Ordered by length of the SMILES (highest first): some entries from above.
SMILES	JMJD2A Tudor inh	PI4K2A block	G9a block	ERG Ets-DNA blk	HP1b chromo inh	GLS inhibitor	Tb PGK inh	Pin1 inhibitor	BAZ2B block
CC[n+]1c(/C=C/C=C/N(C(C)=O)c2ccccc2)sc2cc(OC)ccc21	56µM*	-13	?	·	?	3%	-13%	?	45µM*
O=C(CN1C(=O)S/C(=C\C=C\c2ccccc2)C1=O)Nc1cccc(O)c1	-32%	4	-8%	-1%	1%	-9%	5%	12%	-35%
CCOc1ccccc1NC(=O)c1sc2nc(-c3ccc(OC)cc3)ccc2c1N	2%	-9	2%[59 µM]	11%	25%	4%	-8%	11%	5%
O=C(c1cc(-c2cccs2)on1)N1CCN(c2ccccc2)CC1	-33%	4	?	2%	20%	7%	0%	9%	-29%

Random draw from the library; 11% or so of the library scored in one or more.
